Screens (PubChem BioAssay)
HKDC1 inhibitor: HKDC1 hexokinase inhibitors, primary screen, biochemical, fluorescence, uHTS. Q2TB90. recombinant HKDC1, G6PDH/diaphorase resazurin coupled fluorescence. inhibition, % at 20 µM. 340,000 compounds, 0.16% hits;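 active = inhibition above about 35% when tested at 20 µM, limit read from the data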;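 also: plate controls were DMSO wells with enzyme for no effect and DMSO wells lacking enzyme for full effect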
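Material: recombinant HKDC1 hexokinase; Amount: HKDC1 at 5 µg/mL; Medium: Tris pH 8.0 buffer with MgCl2, Tween-20, BSA, BME; Schedule: 90 min reaction incubation at room temperature, dark; Technique: coupled resazurin fluorescence, excitation 525 nm, emission 613 nm.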
Jurkat NFkB inh: inhibitors of induced NF-kB luciferase reporter, primary screen, TCR NF-kB activation inhibitor project, cell-based, luminescence, uHTS; Jurkat, PMA/ionomycin-induced NF-kB luciferase reporter; AID 435003, 2010; inhibition, % at 4 µM; 330,000 compounds, 0.53% hits
Gli-Sufu antag: Gli-Sufu pathway antagonists, primary screen, luciferase luminescence, Sufu-KO-LIGHT cells, uHTS. Sufu-KO-LIGHT fibroblasts, Gli luciferase reporter luminescence. AID 588413, 2011. inhibition, % at 5 µM. 340,000 compounds, 0.74% hits;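 active = inhibition above about 55%, limit read from the data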;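 also: 0% = DMSO-treated cells and 100% = wells with medium but no cells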
SENP8 block: SENP8 protease inhibitors, primary screen, biochemical, luminescence. 330,000 compounds, 1.2% hits. AID 2540, 2010. inhibition, % at 10 µM. purified SENP8, Z-RLRGG-aminoluciferin cleavage
Target sequence (Q96LD8 whole entry, looked up): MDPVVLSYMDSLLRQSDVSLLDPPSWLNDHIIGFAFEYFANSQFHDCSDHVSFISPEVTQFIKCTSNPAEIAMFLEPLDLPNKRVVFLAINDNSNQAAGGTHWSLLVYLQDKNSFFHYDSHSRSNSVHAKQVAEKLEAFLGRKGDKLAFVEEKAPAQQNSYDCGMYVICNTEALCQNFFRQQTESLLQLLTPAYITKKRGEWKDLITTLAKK
Apaf-1 inh: inhibitors of human Apaf-1 apoptosome, primary screen, biochemical, DEVD-Rh110 fluorescence, uHTS; inhibition, % at 20 µM; 330,000 compounds, 0.71% hits; reconstituted apoptosome caspase-3 activity; Apoptotic protease-activating factor 1 (Homo sapiens), O14727; active = inhibition of at least 40% at 20 µM;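 also: plate controls were DMSO wells for no effect and DEVD-CHO caspase inhibitor wells for full effect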
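System: reconstituted apoptosome with Apaf-1, cytochrome c, caspase-9, procaspase-3, dATP; Signal: Rh110 fluorescence intensity; Schedule: 30 min compound preincubation, 50 min activation, room temperature; Reagent: cytochrome c trigger plus (Z-DEVD)2-Rh110 caspase-3 substrate.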
UBC13 inh: UBC13 polyubiquitin chain formation inhibitors, primary screen, biochemical, TR-FRET, uHTS | Ubiquitin-conjugating enzyme E2 N (Homo sapiens), P61088 | inhibition, % at 20 µM | 330,000 compounds, 0.47% hits; in the data active = inhibition above about 45%, passing the limit was not always enough
Target sequence (P61088 whole entry, looked up): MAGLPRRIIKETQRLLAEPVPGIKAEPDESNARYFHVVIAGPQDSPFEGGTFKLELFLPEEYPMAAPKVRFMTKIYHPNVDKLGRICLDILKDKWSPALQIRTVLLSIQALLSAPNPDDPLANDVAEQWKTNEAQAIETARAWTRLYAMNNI
697 NFkB inh: inhibitors of PMA/ionomycin-induced NF-kB reporter, 697 cells, primary screen, B-cell NF-kB inhibitor project, cell-based, luminescence, uHTS; 697 B-cell NF-kB luciferase reporter, 16 h; inhibition, % at 4 µM; 330,000 compounds, 0.33% hits; AID 435022, 2010; in the data active = inhibition above about 35%
SENP7 inh: SENP7 protease inhibitors, primary screen, biochemical, luminescence, uHTS. Sentrin-specific protease 7 (Homo sapiens), Q9BQF6. recombinant SENP7, Z-RLRGG-aminoluciferin luminescence, 40 min. inhibition, % at 5 µM. 330,000 compounds, 1.5% hits;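 active = inhibition above about 50% at the single test dose, limit read from the data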;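 also: plate controls were DMSO with enzyme for no effect and no enzyme buffer wells for full effect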
Target sequence (Q9BQF6 706-1050 limits assumed): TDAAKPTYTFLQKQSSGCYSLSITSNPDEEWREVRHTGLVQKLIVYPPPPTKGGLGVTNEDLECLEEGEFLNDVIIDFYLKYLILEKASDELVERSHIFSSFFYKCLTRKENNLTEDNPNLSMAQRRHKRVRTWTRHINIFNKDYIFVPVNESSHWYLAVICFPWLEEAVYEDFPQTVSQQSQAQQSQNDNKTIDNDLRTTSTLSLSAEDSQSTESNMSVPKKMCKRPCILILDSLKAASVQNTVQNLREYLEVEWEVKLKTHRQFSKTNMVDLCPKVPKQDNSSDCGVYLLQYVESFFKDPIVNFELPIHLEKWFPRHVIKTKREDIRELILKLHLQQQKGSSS
Active calls of the source: *; nt = no result given. Rule as the data show it, unless noted: active = inhibition above about 50%; inactive = the rest.

canonical_smiles | HKDC1 inhibitor | Jurkat NFkB inh | Gli-Sufu antag | SENP8 block | Apaf-1 inh | UBC13 inh | 697 NFkB inh | SENP7 inh
CCc1nc(C)cn1S(=O)(=O)c1cc(C)c(OC)cc1C | -2 | -11 | 1 | -10 | 16 | 0 | -12 | -4
Cc1cc2ncn(CCCCOc3ccccc3)c2cc1C | 1 | 11 | 11 | -2 | 24 | 11 | 14 | 5
Cc1onc(C(=O)N2CCOCC2)c1[N+](=O)[O-] | -11 | -17 | 5 | -13 | -9 | -21 | -3 | -8
O=[N+]([O-])c1ccc(S(=O)(=O)N(CC(O)CN2CCCCC2)c2ccccc2)cc1 (configuration not stated) | -5 | 14 | -9 | 0 | 5 | 5 | 18 | 6
CCC(C)N1CC(C(=O)NC2CCCCC2)CC1=O (configuration not stated) | -9 | -2 | -1 | -7 | 1 | -2 | 19 | -4
COC(=O)c1cc(S(=O)(=O)NCC2CCN(Cc3ccc(Cl)cc3)CC2)c[nH]1 | -6 | 6 | 24 | -5 | -7 | -5 | -18 | 41
CCOC(=O)C1(CC2CCCCO2)CCN(Cc2nc(-c3cccs3)oc2C)CC1 (configuration not stated) | -3 | 2 | 26 | -13 | 1 | -7 | 18 | 2
CCS(=O)c1ccccc1C(=O)OCC(=O)Nc1ccc2ccccc2c1 (configuration not stated) | 3 | 3 | -1 | 4 | 1 | 7 | -5 | 0
Cc1ccccc1NC(=O)CCn1c(=O)oc2ccccc21 | -7 | 19 | -7 | -2 | 2 | -9 | 4 | 2
C[C@@H]1C(c2cccc(Cl)c2)=NN(c2ccc(Br)cc2)[C@H]1C(=O)N1CCOC1=O | 1 | nt | 4 | nt | 16 | nt | 11 | 4
CC(C)(C)OC(=O)C[C@H]1C/C=C\C[C@@H](CC(=O)N[C@@H](CO)Cc2ccccc2)C(=O)N2CCC[C@@H]2COC1=O | -8 | -7 | -12 | 6 | -1 | 1 | 3 | 3
CCCOc1ccccc1-n1sc2c(c1=S)-c1cc(OC)cc3c1N(C(=O)C3=O)C2(C)C | 17 | 11 | 30 | 0 | 17 | -26 | 0 | -4
c1cnc2ccc(C(c3nnnn3C3CCCC3)N3CCN4CCCC4C3)cc2c1 (configuration not stated) | -5 | -3 | -3 | 1 | 8 | 4 | -20 | 12
CC(=O)Nc1ccc(S(=O)(=O)N/N=C/c2cccnc2)cc1 | 1 | 4 | 9 | -6 | 2 | -6 | -32 | -2
Clc1ccc(-n2nnnc2-c2ccccc2)cc1Cl | -1 | 20 | -11 | -3 | -4 | -2 | -7 | -1

canonical_smiles | HKDC1 inhibitor | Jurkat NFkB inh | Gli-Sufu antag | SENP8 block | Apaf-1 inh | UBC13 inh | 697 NFkB inh | SENP7 inh
COc1ccc(C(C)=O)cc1COC(=O)c1c(C)noc1C | 1 | 18 | -2 | 4 | 8 | 3 | -24 | 6
CC(=O)c1ccn(S(=O)(=O)c2ccccc2)c1 | -6 | 8 | 0 | 1 | -2 | 18 | 7 | 0
O=C1c2ccccc2NC(c2ccc(F)cc2)N1Cc1ccccc1 (configuration not stated) | 9 | 6 | -5 | 1 | 11 | 26 | 11 | -2
CCOC(=O)N1CCN(C(=O)C2CCC(=O)N2C(C)C)CC1 (configuration not stated) | 6 | 6 | 3 | -3 | -13 | 6 | 11 | -7
CCc1ccc(N(CC(=O)NCC2CCCO2)C(=O)CCC(=O)Nc2nccs2)cc1 (configuration not stated) | -1 | 7 | 19 | 6 | -8 | 3 | 9 | 4
CCOc1cc(C(=O)N(C)CC(=O)Nc2cccc(F)c2)ccc1OCC(=O)N1CCOCC1 | -4 | 3 | 2 | 7 | 23 | 10 | 17 | 3
CN(C)S(=O)(=O)c1cccc(C(=O)OCC(=O)NCc2ccc3c(c2)OCO3)c1 | 2 | -15 | -1 | -8 | -2 | 0 | 10 | 5
O=C(NCCCN1CCOCC1)c1cc2c(s1)CCCC2 | 8 | -25 | -16 | -8 | 27 | -19 | 11 | 1
CC(C)CNc1nc(N)c([N+](=O)[O-])c(NCc2ccccc2)n1 | -4 | -6 | -3 | -13 | 8 | -2 | -17 | -2
Cc1ccc(C(=O)Nc2ccc3c(c2)CCC3)cc1S(=O)(=O)N1CCOCC1 | 0 | -65 | -5 | -4 | 7 | 5 | -42 | -6
COc1cccc([C@H](O)Cn2cc(-c3ccc(CON=C(C)C)cc3)nn2)c1 | nt | -2 | nt | -5 | 0 | 0 | 1 | -6
COc1ccc(CCNS(=O)(=O)CCNC(=O)c2ccc(OC)cc2)cc1 | -2 | -9 | -1 | -12 | 5 | 0 | 17 | 11
COc1cc(C(=O)NC2=C(C#N)CCC2)cc(OC)c1OC | -7 | 10 | -7 | 2 | -12 | 9 | 9 | 10
Nc1cc(=O)[nH]c(SCC(=O)Nc2cc(Cl)ccc2Cl)n1 | -1 | 4 | 4 | 5 | 3 | 17 | -7 | 6
Cc1cccc(NS(=O)(=O)c2ccccc2)n1 | -11 | 6 | 3 | -6 | -1 | -4 | -16 | -2

canonical_smiles | HKDC1 inhibitor | Jurkat NFkB inh | Gli-Sufu antag | SENP8 block | Apaf-1 inh | UBC13 inh | 697 NFkB inh | SENP7 inh
COc1ccc(/C=N/S(=O)(=O)c2ccc(C)cc2)cc1 | -1 | 0 | -12 | -2 | -18 | -12 | 4 | -10
CN(c1ccccc1)S(=O)(=O)c1ccc(NC(=O)c2ccccc2)cc1 | 0 | -5 | -13 | -6 | 11 | 1 | 0 | 12
CSc1nsc(SC)c1CO | -3 | 4 | 3 | 1 | -9 | 9 | 10 | 1
CCn1cc(C(=O)NCc2cccc(C(F)(F)F)c2)c(=O)c2ccc(C)nc21 | 2 | -5 | 8 | -4 | 14 | 3 | 0 | 7
Cc1cc(C)c(/C=N/NC(=O)c2nnn(-c3nonc3N)c2COc2ccc(F)cc2)c(C)c1 | 0 | -7 | 55 | -2 | 1 | -7 | -4 | 8
O=C(Nc1cccc(Cl)c1)c1ccc(=O)[nH]n1 | -2 | -5 | 0 | -10 | 9 | -3 | -15 | -3
CCN1C(=O)/C(=C2\SC(N3CCCCC3)=NC2=O)c2ccccc21 | 7 | -34 | -46 | -21 | 2 | -69 | -24 | -13
Cc1cc(C)cc(NC(=O)CSc2nncn2-c2ccccn2)c1 | -7 | 4 | 5 | -1 | 3 | 3 | 5 | -1
COC(=O)c1ccccc1NCc1cc(=O)oc2cc(O)c(O)cc12 | 8 | 6 | 20 | 4 | 11 | 17 | -50 | -1
COc1ccc2c(CC(=O)O)cc(=O)oc2c1 | -5 | 9 | -2 | -1 | -8 | 14 | 18 | 2
CC1(C)c2[nH]c3ccccc3c2C[C@@H]2C(=O)N(c3cc(F)ccc3F)C(=O)N21 | 1 | -8 | -2 | -9 | 14 | 2 | 14 | 10
COc1ccc(NC(=S)N2CCN(S(=O)(=O)c3ccccc3)CC2)cc1 | -6 | 7 | 0 | -11 | 4 | -2 | 4 | -11
Cc1cc(C)n(-c2nc3ccccc3c(=O)n2OCC(N)=O)n1 | 2 | -16 | -6 | -4 | -7 | 0 | -1 | -3
CCOC(=O)C1CCc2sc(N)c(C#N)c21 (configuration not stated) | -11 | 16 | -3 | 1 | -19 | -7 | -1 | 5
CS(=O)(=O)N(CC(=O)NCCSCc1ccccc1)c1ccccc1 | 0 | 0 | -10 | -4 | 0 | -3 | 10 | 0

Two compounds from above with just Apaf-1 inh and SENP8 block:
structure	Apaf-1 inh	SENP8 block
Nc1cc(=O)[nH]c(SCC(=O)Nc2cc(Cl)ccc2Cl)n1	3	5
COc1ccc(NC(=S)N2CCN(S(=O)(=O)c3ccccc3)CC2)cc1	4	-11

(cont.)
canonical_smiles | HKDC1 inhibitor | Jurkat NFkB inh | Gli-Sufu antag | SENP8 block | Apaf-1 inh | UBC13 inh | 697 NFkB inh | SENP7 inh
COc1cc(OC)cc(-c2c(-c3ccc(C(C)=O)cc3)c3cc(-c4cccc5[nH]ccc45)ccc3n2C)c1 | 5 | 10 | 13 | 3 | 9 | -10 | 6 | 7
O=C(CN1CCN(c2ccc(O)cc2)CC1)Nc1cc(S(=O)(=O)N2CCOCC2)ccc1Cl | 21 | 8 | 25 | -8 | 9 | -22 | -11 | -7
COC(=O)c1c(C)[nH]c(C(=O)C(C)OC(=O)c2cc(C)oc2C)c1C (configuration not stated) | 3 | 10 | 18 | 2 | 6 | 7 | -22 | 8
Cn1ncc(Cl)c1C(=O)Nc1sc2c(c1C(N)=O)CCC2 | 4 | 6 | 15 | -5 | 6 | 19 | 2 | 2
CC(=O)c1ccc(NC(=O)CCc2nnc3ccc(N4CCCC4)nn23)cc1 | -2 | -49 | -40 | -12 | 4 | -4 | -51 | 15
CCOCCCNS(=O)(=O)c1ccc(NC(=O)c2ccccc2)cc1 | -19 | 14 | -19 | -3 | 2 | 6 | 8 | 10
C/C(CCC1CC(C)(C)OC1=O)=N\NC(N)=S (configuration not stated) | -4 | -8 | -10 | -1 | 12 | -2 | 14 | 5
Cc1ccccc1N(CC(=O)NCCSC1CCCCC1)S(=O)(=O)c1ccccc1 | -5 | 5 | 4 | -2 | 23 | 8 | 1 | 8
CCOC(=O)n1c(=O)n(Cc2cccc(F)c2)c2ccccc21 | -6 | 7 | -5 | 5 | -4 | 15 | 7 | -2
O=[N+]([O-])c1ccc(NC(=S)NCCc2ccccc2)cc1 | 0 | 5 | 21 | 7 | -1 | 5 | -1 | 3
C/C(=N\NC(=S)NC(C)C)c1cccc([N+](=O)[O-])c1 | -9 | -8 | 3 | 2 | -9 | 10 | -23 | 12
CCOC(=O)N1CCN(CC(O)c2ccccc2)CC1 (configuration not stated) | -10 | 1 | 9 | -2 | -2 | -12 | 15 | 2
N#CC1=C(N)C2=CCCC[C@H]2[C@H](c2cccc(F)c2)C1(C#N)C#N | -2 | 1 | -2 | 1 | 2 | 7 | 19 | -1
CC(=O)Nc1cccc(NC(=S)Nc2cccc(Cl)c2Cl)c1 | 13 | 9 | 2 | -15 | 3 | -6 | -2 | -6
CCCOc1cccc(CN2CCCCC2c2cccnc2)c1 (configuration not stated) | -7 | 3 | 9 | -9 | -6 | 4 | -28 | 8

canonical_smiles | HKDC1 inhibitor | Jurkat NFkB inh | Gli-Sufu antag | SENP8 block | Apaf-1 inh | UBC13 inh | 697 NFkB inh | SENP7 inh
Clc1ccc(-c2nc3ccccc3nc2-c2ccccc2)cc1 | 0 | -6 | 8 | -1 | -2 | 8 | -8 | 7
CC1(C)CC2CC(C)(CN2C(=O)CN2C(=O)c3ccccc3C2=O)C1 (configuration not stated) | 5 | 2 | -2 | -1 | 5 | 5 | 22 | 6
CCc1ccccc1N(C(=O)c1snc(C(N)=O)c1N)C(C(=O)NCC1CCCO1)c1ccc(N(C)C)cc1 (configuration not stated) | -2 | 19 | 6 | -3 | 17 | 2 | -2 | -5
Cc1nc2nc(SCC(=O)c3cccc([N+](=O)[O-])c3)[nH]c2cc1Br | -1 | -23 | -3 | -2 | 10 | -16 | -40 | -2
O=C(CSCc1c(Cl)cccc1Cl)NCc1cccnc1 | 5 | 9 | 28 | 3 | -32 | 3 | 6 | -3
CCc1ccc2[nH]c(=O)c(CN(Cc3ccc4c(c3)OCO4)C(=O)c3ccco3)cc2c1 | 4 | -2 | 16 | -4 | 18 | 3 | 4 | -5
O=C(Nc1cccc(NC(=O)c2cccs2)c1)c1ccc(Br)cc1 | 0 | -6 | 17 | -5 | 2 | 4 | 0 | 3

Taken from above (2 entries):
canonical_smiles | HKDC1 inhibitor | Jurkat NFkB inh | Gli-Sufu antag | SENP8 block | Apaf-1 inh | UBC13 inh | 697 NFkB inh | SENP7 inh
CCOC(=O)N1CCN(CC(O)c2ccccc2)CC1 (configuration not stated) | -10 | 1 | 9 | -2 | -2 | -12 | 15 | 2
N#CC1=C(N)C2=CCCC[C@H]2[C@H](c2cccc(F)c2)C1(C#N)C#N | -2 | 1 | -2 | 1 | 2 | 7 | 19 | -1
